Screens from PubChem BioAssay.
MITF act – increases MITF-driven TRPM1 promoter luciferase signal; SK-MEL-5 TRPM1-promoter luciferase, 24 h; % of positive control, neutral wells = 0; activation, % at 12.5 µM; 300,000 compounds, 0.75% hits; AID 588334;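 active = mean activation of at least 80% with every replicate also reaching 80%; inconclusive = mean reaches 80% but some replicate falls short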;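 also: 0% = neutral control wells and 100% = parthenolide positive control wells; values of inactives mirror those of a sister screen read the other way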
Mot1-301 SUMO – inhibitors of SUMOylation pathway: yeast Mot1-301 growth rescue. S. cerevisiae Mot1-301 growth rescue, ATP luminescence, 38.5C; percent above DMSO median, 100 means doubled. growth rescue, % at 18.8 µM. 320,000 compounds, 1% hits. AID 2716;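 active = every valid replicate shows activation above 250% relative to neutral control wells; inactive = the rest, any valid replicate at or below 250%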;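 also: OY570 slx delta 5 strain wells were the positive control but not used for scaling; some compounds called inactive have numbers as strong as hits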
CDK5 p35 inh – blocks human CDK5/p35 kinase activity; Recombinant CDK5/p35, ADP-Glo luminescence, 60 min; inhibition, % at 10 µM; 330,000 compounds, 0.01% hits; AID 488839;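 active = highest replicate inhibition of at least 50% and at least 75% of replicates reaching 50%; inconclusive = only one of the two criteria met; inactive = both criteria failed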;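 also: plate controls were DMSO neutral control for no effect and GW8510 at 10 µM for full effect; many of its hits are not listed in these tables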
Target sequence (Q00535 whole entry, looked up): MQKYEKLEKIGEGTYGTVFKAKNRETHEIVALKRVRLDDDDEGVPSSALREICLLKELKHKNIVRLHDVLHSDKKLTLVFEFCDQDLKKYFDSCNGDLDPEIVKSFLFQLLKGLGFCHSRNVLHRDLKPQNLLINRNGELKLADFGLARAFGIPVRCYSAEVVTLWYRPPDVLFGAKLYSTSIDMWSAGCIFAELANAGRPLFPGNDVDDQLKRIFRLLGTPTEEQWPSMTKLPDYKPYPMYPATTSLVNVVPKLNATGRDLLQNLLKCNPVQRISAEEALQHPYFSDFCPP
Target sequence (Q15078 whole entry, looked up): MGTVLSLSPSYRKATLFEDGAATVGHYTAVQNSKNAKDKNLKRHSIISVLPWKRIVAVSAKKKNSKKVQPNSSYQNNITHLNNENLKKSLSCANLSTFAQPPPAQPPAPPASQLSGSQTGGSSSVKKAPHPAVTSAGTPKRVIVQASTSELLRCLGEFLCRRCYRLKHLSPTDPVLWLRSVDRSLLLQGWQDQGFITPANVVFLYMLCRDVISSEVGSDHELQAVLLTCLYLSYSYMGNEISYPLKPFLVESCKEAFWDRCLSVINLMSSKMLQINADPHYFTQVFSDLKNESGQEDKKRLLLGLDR
Arrestin-AP2 inh – inhibitors of human beta-arrestin and AP2 interaction. FITC-arrestin peptide / GST-AP2 beads, flow cytometry; AP2 beta2 appendage carries R879A mutation. inhibition, % at 10 µM. 340,000 compounds, 0.31% hits. AID 504490;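 active = inhibition above a set limit, near 3 SD of compounds lacking own fluorescence, cut at about 54% in these data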;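 also: plate controls were DMSO wells for no effect and 5 µM unlabelled arrestin peptide for full effect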
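Material – AP2 appendage R879A on GSH beads · Buffer or medium – PBS with 0.05% Tween 20 and 0.1% BSA · Probe or stimulus – fluorescein-tagged arrestin peptide at 50 nM final · Incubation – compound with beads 12 min RT, then probe 1 h RT · Detection – high-throughput flow cytometry of beads, ex 488, em 535 nm · Evaluation – percent response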
PKA-R2B act – activators of human PKA-R2B complex; activation, % at 11.4 µM; P22694+P31323; PKA-R2B holoenzyme dissociation, Cy5-IP20 fluorescence polarization; R2B truncated from residue 108, S112A mutant; 0% DMSO only, 100% 113 µM cGMP; 340,000 compounds, 0.079% hits;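 active = activation above a cutoff set at the mean over all compounds plus 3 SD, cut at about 18% in these data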;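 also: higher means more holoenzyme dissociation and a rise in polarization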
NSD2 inh – inhibitors of human histone methyltransferase NSD2 | NSD2 peptide methylation, AlphaScreen, 120 min | inhibition, % at 12.5 µM | O96028 | 310,000 compounds, 0.54% hits | AID 743445; in the data active = inhibition above about 50%
Pemphigus Ab inh – blocks pemphigus antibody binding to human desmoglein-3; DSG3-coupled beads, scFv-anti-DSG3-GFP binding, flow cytometry; stronger effect = lower value; binding (percent of control), % at 10 µM; 310,000 compounds, 0.48% hits;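 active = binding more than 3 SD below its plate's average and above zero; inconclusive = below that plate limit but binding exactly zero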; also: some compounds called inactive have numbers as strong as hits
SR-BI uptake up – enhances SR-BI lipid uptake from DiI-HDL; activation, % at 12.5 µM; CHO ldlA[mSR-BI] cells, DiI-HDL uptake fluorescence, 3 h; 100 = double the neutral-control signal; 320,000 compounds, 0.096% hits;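 active = mean replicate activation of at least 60% and every replicate at or above 60%; inconclusive = mean or all-replicate condition met, but not both; inactive = mean below 60% and not all replicates reaching 60%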;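 also: 0% = median plate neutral-control signal and 100% = twice that signal; values of inactives mirror those of a sister screen read the other way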
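Test system: SR-BI-overexpressing, LDLR-lacking CHO cells; Medium: Ham's F12 with 0.5% BSA, HEPES 25 mM, pH 7.4; Schedule: 3 h, 37 °C; Technique: bottom-read fluorescence, 550/595 nm.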
PKA-R1A act – activates the PKA-R1A holoenzyme complex; P00514+P68181; PKA-R1A dissociation, Cy5-IP20 fluorescence polarization; scaled: DMSO 0%, 113 µM cGMP 100%; activation, % at 11.4 µM; 340,000 compounds, 0.083% hits; AID 504707;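 active = percent activation above the mean of all tested compounds plus 3 SD, cut at about 19% in these data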;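 also: higher means more PKAc released from R1A so a rise in polarization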
SR-BI DiI inh – blocks mouse SR-BI lipid uptake from DiI-HDL | Q61009 | ldlA[mSR-BI] CHO cells, DiI-HDL uptake fluorescence, 3 h | inhibition, % at 12.5 µM | 320,000 compounds, 0.96% hits;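 active = mean replicate inhibition of at least 70% and a set share of replicates each scoring 70 or more; inconclusive = meets just one of the two criteria; inactive = fails both criteria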;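 also: 0% = median of neutral control wells and 100% = median of positive control wells; values of inactives mirror those of a sister screen read the other way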
dFosB act – enhances mouse delta FosB homodimer DNA binding | P13346 | purified delta FosB, TAMRA-CDK5 oligo fluorescence polarization; percent of positive-control signal above neutral wells | activation, % at 25 µM | 340,000 compounds, 0.99% hits;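 active = mean activation above about 17%, with every replicate also reaching it, limit read from the data, passing the limit was not always enough; inconclusive = only one of the two conditions met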;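 also: fluorescence polarization rise as delta FosB binds a TAMRA Cdk5 AP-1 oligo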
Target sequence (P13346 whole entry, looked up): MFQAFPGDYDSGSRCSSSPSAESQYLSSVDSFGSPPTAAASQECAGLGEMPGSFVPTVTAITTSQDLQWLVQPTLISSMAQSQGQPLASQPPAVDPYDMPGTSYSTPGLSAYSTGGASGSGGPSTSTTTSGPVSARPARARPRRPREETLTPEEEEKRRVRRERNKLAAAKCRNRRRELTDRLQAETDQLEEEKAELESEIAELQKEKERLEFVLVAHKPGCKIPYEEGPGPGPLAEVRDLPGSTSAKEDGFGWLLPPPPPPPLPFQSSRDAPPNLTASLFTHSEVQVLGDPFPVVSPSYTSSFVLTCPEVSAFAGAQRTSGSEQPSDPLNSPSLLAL
* = called active by the depositor; ? = inconclusive; . = no result given; & = joins results of further samples; ! = repeats disagree.

molecule	MITF act	Mot1-301 SUMO	CDK5 p35 inh	Arrestin-AP2 inh	PKA-R2B act	NSD2 inh	Pemphigus Ab inh	SR-BI uptake up	PKA-R1A act	SR-BI DiI inh	dFosB act
S=C(NCc1ccco1)N/N=C/c1cccnc1	-5	0	0.1	-6	-4	-4	105	8	-20	-8	6
Cc1onc(-c2ccccc2Cl)c1C(=O)Nc1cccc2cccnc12	-22	.	-1.3	-2	-5	0	110	.	3	.	-6
COc1ccc(S(=O)(=O)N2CCC[C@H]2C(=O)NCc2ccc(Cl)cc2)cc1	-3	5	-0.9	0	-1	-2	85	0	7	0	-2
CC1(C)SC2C(NC(=O)C3(N)CCCCC3)C(=O)N2C1C(=O)O (centres undefined)	-10	.	0.9	4	-14	-1	125	15	0	-15	3
COc1ccc(S(=O)(=O)N2CCCC2)cc1NC(=O)c1ccccc1F	-1	22	-3.2	-3	2	3	.	6	2	-6	5
NC(=NCCc1ccccc1)NC(=O)c1cc(Cl)ccc1O	65	73	0.8	34	18	-1	110	-33	4	33	1
CCc1ccccc1Nc1nc(N)nc(COC(=O)CCNS(=O)(=O)c2ccccc2)n1	-5	-15	-0.6	1	-13	-4	105	18	-5	-18	-8
CCOc1cc(C(N)=O)cc(Cl)c1OCC	3	-4	-0.6	-9	-7	-2	96	8	1	-8	1
COC(=O)C(NC(=O)CCc1nnc2ccc(N3CCC(C)CC3)nn12)C(C)C (centres undefined)	-4	147	-0.2	-11	7	0	103	9	1	-9	0
CC(C)CCC(O)(c1ccccc1)C(CN1CCOCC1)c1ccccc1 (centres undefined)	-4	50	0.5	-22	3	-1	.	23	-7	-23	-11
CS(=O)(=O)c1ccccc1-c1nc(-c2cccc(Cl)c2)no1	8	48	-0.6	-2	-9	-10	97	-32	-10	32	-3
COc1ccc(-c2nc3ncccn3c2Nc2ccc3c(c2)OCCO3)cc1	-5	.	0.5	21	0	-1	103	-8	14	8	-10
O=[N+]([O-])c1cc(-c2nnc(-c3ccccc3)o2)ccc1Oc1ccc(Cl)cc1	-4	-6	0.3	5	-6	-3	121	21	13	-21	3
Cc1ccc(S(=O)(=O)/N=C2\CN(C)C(=O)N2C)cc1	5	-10	-3.4	8	-7	-3	130	18	-1	-18	-2
O=C(NCCOc1ccccc1)C(=O)NCC1CCCO1 (centres undefined)	8	68	0.3	3	8	0	110	-2	0	2	3
O=C(Cn1nc(-c2ccccc2)c2ccccc2c1=O)Nc1ccc(F)cc1	.	4	-5.4	-2	-1	-2	104	-9	1	9	7
OCc1ncccc1O	1	-14	-1.0	-4	-1	0	88	6	-7	-6	1
CCOC(=O)c1cc(CC)sc1NC(=O)CC1SC(N)=NC1=O (centres undefined)	14	56	0.1	-7	2	1	91	28	-5	-28	0
Cc1ccc(NC(=O)CCC(=O)OCc2ccc(Br)cc2)cc1	4	405	0.5	-3	-4	0	94	16	-3	-16	-10
COc1ccc(-c2[nH]ncc2CNCc2cc(C)n(C)n2)c(F)c1	2	13	0.5	32	0	-1	108	7	1	-7	5
COc1ccc(NC(=O)NCc2ccc(Cl)cc2)cc1	10	6	1.5	-2	-1	-2	102	-12	-1	12	-14
CC(c1ccccc1)n1cc(C(=O)NCc2cccnc2)nn1 (centres undefined)	4	-10	-1.5	4	-7	.	102	-4	-2	4	5
Cn1cnnc1SCC(=O)NNC(=O)c1ccc([N+](=O)[O-])cc1	8	-10	-2.6	9	5	-2	141	10	-8	-10	-7
Cc1cc(-c2nn(-c3ccccc3F)cc2CN2CCN(c3ccncc3)CC2)c(C)s1	-7	183	-0.8	11	-1	40	106	-5	6	5	5
CNC(=O)COc1ccc(S(=O)(=O)Nc2ccc(C)cc2)cc1	9	-10	-0.1	4	3	-3	89	.	-14	.	-2
CC[C@]12c3[nH]c4ccccc4c3CCN1C(=O)C(CC(=O)NC/C=C(\C)CCC=C(C)C)C[C@@H]2C(=O)N1CCN(C(=O)c2ccco2)CC1 (some centres undefined)	-9	5	-1.2	10	0	.	104	-14	-12	14	-17
CCN(C(=O)COC(=O)/C=C/c1ccco1)C1CCCCC1	-4	-18	-0.7	-12	13	10	.	5	-2	-5	-6
CCC1C(=O)NCCN1C(=O)c1cccc(OC2CCN(S(=O)(=O)N(C)C)CC2)c1 (centres undefined)	16	-7	0.8	10	-10	-6	102	9	0	-9	3
Cc1ccc(S(=O)(=O)NCCc2ccccc2)cc1	-3	19	-0.1	23	-8	-2	.	-11	-4	11	-4
Cc1cc(C)c2[nH]c(=O)c(CN(CC3CCCO3)C(=S)NCc3ccco3)cc2c1 (centres undefined)	-10	-14	0.8	-6	-2	0	104	10	1	-10	0
CC(=O)Nc1nonc1NC(=O)CSc1ccccn1	.	15	1.1	14	8	-2	105	7	-4	-7	3
O=C(O)c1ccc(NC(=O)C(c2ccccc2)c2ccccc2)cc1	11	99	-0.6	0	5	-3	95	-1	4	1	-4
CN(C)CCNC(=O)c1onc(CSc2ccc(F)c(F)c2)c1C(=O)NCCN(C)C	26	578*	-1.0	-3	3	.	110	22	2	-22	4
CCN(CC)C(=O)CSc1nnc(-c2cccc(OC)c2)o1	.	-12	-1.1	1	-7	1	.	11	4	-11	-1
O=S(=O)(NCc1ccccn1)c1cc(Cl)ccc1Cl	8	-2	0.9	27	-3	-3	114	10	2	-10	0
COC(=O)C1=NN(N=O)C2(CC(=O)N(c3cc(C)cc(C)c3)C2=O)C1 (centres undefined)	.	15	0.2	18	7	5	102	-1	-5	1	-6
CCOC(=O)N1CCN(S(=O)(=O)c2ccc(-n3cnnn3)cc2)CC1	8	6	-0.3	6	-4	-4	.	3	1	-3	-6
CCOc1cc2c3c(c1)C(C)=CC(C)(C)N3C(=O)C2=O	-11	83	-0.3	27	7	1	97	-22	13	30	-12
CCCCNC1=CC(=O)C(NCCCC)=CC1=O	-4	.	-0.7	7	0	8	99	-15	8	16	-5
COc1cccc(/C=C2/SC(=S)N(CC(=O)NC3C=CS(=O)(=O)C3)C2=O)c1 (centres undefined)	-3	8	0.4	-14	-5	-1	.	-7	-7	7	36*
CCN1CCN(c2nc3c(c(=O)[nH]c(=O)n3C)n2Cc2ccccc2F)CC1	.	-6	-0.7	4	-4	36	115	11	2	-11	-2
O=C(c1ccc(NS(=O)(=O)c2ccc3[nH]c(=O)[nH]c3c2)cc1)N1CCCC(C(F)(F)F)C1 (centres undefined)	5	-8	0.1	1	0	-2	99	5	1	-5	2
CCSc1ccccc1C(=O)Nc1ccc([N+](=O)[O-])cc1OC	-2	4	3.9	23	-4	0	97	-84	-11	84*	-1
O=C(Nc1ccn(Cc2ccccc2F)n1)c1ccc(COc2ccc(Cl)cc2Cl)o1	-8	-27	-1.6	3	-5	-4	106	-26	6	26	-10
Cc1ccc(S(=O)(=O)N2CCC(C(=O)Nc3nnc(-c4ccco4)s3)CC2)cc1	-5	-4	0.5	14	3	.	102	-11	4	11	?
COc1ccccc1CN(C)C(C)C(=O)Nc1cccc(C(C)=O)c1 (centres undefined)	-4	-10	-0.2	10	2	-8	126	-9	-10	9	8
Cc1ccc(C)c(S(=O)(=O)N2CCCC2CNC(=O)C(=O)NCCN2CCOCC2)c1 (centres undefined)	0	335	1.4	0	5	0	106	-3	-4	3	4
N#Cc1ccsc1NC(=O)COC(=O)C1=NNC(=O)CC1	-4	-4	-2.2	-4	-7	.	.	-4	-7	4	-15
O=C(c1cc2nc(-c3ccco3)cc(C(F)(F)F)n2n1)N1CCN(c2ccccc2)CC1	5	2	0.8	22	-5	2	99	1	3	-1	1
Cc1cc(C)cc(N2C(=O)C3C4C=CC(C4)C3C2=O)c1 (centres undefined)	-4	5	0.4	-5	-4	2	101	6	-4	-6	7
CC1Cc2ccccc2N1C(=O)CCn1cccn1 (centres undefined)	-9	-5	-1.1	-9	-10	0	101	15	-8	-15	-3
Clc1ccc(OCCCCN2CCc3ccccc3C2)cc1	-15	-3	-0.3	14	1	1	104	14	-3	-14	-7
Nc1c(C(=O)N2CCOCC2)oc2ccccc12	7	-12	.	-3	1	2	95	18	-11	-18	8
CCOC(=O)CCCCCC(=O)Nc1ccc2c(c1)CC(=O)N([C@H](C)CO)C[C@H](C)[C@H](CN(C)S(=O)(=O)c1ccc(OC)cc1)O2	-1	15	0.6	3	-5	.	106	0	-2	0	1
COc1cc(C(=O)N(Cc2ccc(F)cc2)C2CCS(=O)(=O)C2)cc(OC)c1OC (centres undefined)	-14	-26	-0.7	33	12	0	99	1	-2	-1	-3
O=C(NCc1cccc(CNC(=O)Nc2cccc(O)c2)c1)Nc1cccc(O)c1	-4	4	1.4	13	-3	-5	95	-23	-2	23	3
O=C1NC(=O)C(c2ccccc2)(c2ccccc2)N1	0&-12	332*!	-0.3&-0.5	23&15	5&6	.	83	14&4	0&3	-1&3	9&5
O=C(COC(=O)C1=COCCO1)Nc1cccc(S(=O)(=O)N2CCOCC2)c1	5	-6	0.4	10	6	-1	109	-8	8	8	-4
COc1ccccc1CN1CC(C(=O)NCC2CCCO2)CC1=O (centres undefined)	-3	268	1.3	-3	7	1	84	14	7	-14	-4
Cc1ccc(-n2nc3c(c2NC(=O)c2ccc4c(c2)OCO4)CS(=O)(=O)C3)cc1C	3	2	-0.9	-4	-5	0	111	-8	-4	8	-6
COc1ccccc1CNS(=O)(=O)c1cc2c3c(c1)CCN3C(=O)CC2	-6	4	0.2	34	-11	0	100	4	-2	-4	-5
Cc1ccc(OCCSc2ncnc3nc[nH]c23)cc1	90*	4	3.1	0	-8	0	112	5	-11	-5	-6
C=CCN1C(=O)c2ccc(C(=O)N(C)CC(=O)Nc3ccc(Br)cc3C)cc2C1=O	3	3	-0.5	-13	-4	0	103	-36	-6	36	-6
